# High-throughput results deposited in PubChem BioAssay by The Scripps Research Institute Molecular Screening Center.
# PAFAH1B3 FP inh = PAFAH1B3 (human) inhibition | Q15102 | recombinant PAFAH1B3, FP-rhodamine probe, fluorescence polarization | inhibition, % at 3.39 µM | 340,000 compounds, 0.28% hits;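 active means inhibition above the screen-wide average of all tested compounds plus 3 SD, cut at about 25% in these data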;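 further: 0% = enzyme with DMSO only and 100% = wells lacking PAFAH1B3 protein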
# LYPLA1 counter = counter-screen for PME1 inhibitors: inhibitors of human LYPLA1; O75608; AID 2174; recombinant LYPLA1, FP-Rh probe fluorescence polarization; 320,000 compounds, 0.16% hits; inhibition, % at 5.9 µM;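 active means inhibition above the mean of all tested compounds plus 3 SD, set per campaign, cut at about 14% in these data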;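 further: inhibitors block serine hydrolase probe labeling of LYPLA1 so polarization falls; 0% = enzyme with DMSO and 100% = wells lacking LYPLA1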
# GSTO1 counter = counter-screen for RBBP9 inhibitors: inhibitors of human GSTO1. recombinant GSTO1, activity-based probe fluorescence polarization. inhibition, % at 5.96 µM. 300,000 compounds, 1.1% hits. AID 1974;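 active means inhibition above the campaign mean inhibition plus 3 SD, cut at about 35% in these data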;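 further: 0% = GSTO1-1 with DMSO and 100% = wells lacking GSTO1-1 enzyme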
# Target sequence (P78417 whole entry, looked up): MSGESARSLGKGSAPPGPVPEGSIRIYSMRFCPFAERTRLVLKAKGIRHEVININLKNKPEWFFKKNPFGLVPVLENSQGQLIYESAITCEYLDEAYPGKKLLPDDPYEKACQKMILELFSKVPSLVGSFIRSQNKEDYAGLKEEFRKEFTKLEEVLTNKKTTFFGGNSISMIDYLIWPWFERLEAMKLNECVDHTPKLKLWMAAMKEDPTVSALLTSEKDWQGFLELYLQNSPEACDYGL
# PAFAH2 inh = inhibitors of human PAFAH2 | Q99487 | recombinant PAFAH2, FP-rhodamine activity probe, fluorescence polarization | inhibition, % at 3.39 µM | 340,000 compounds, 0.99% hits | AID 492956;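 active means inhibition above the mean over all tested compounds plus 3 SD, cut at about 30% in these data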;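 further: inhibitors block probe labeling of enzyme so polarization drops; 0% = enzyme with DMSO and 100% = wells lacking PAFAH2 protein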
# pPAFAH inh = inhibitors of human plasma PAF acetylhydrolase (pPAFAH) | recombinant pPAFAH, FP-rhodamine probe fluorescence polarization | Q13093 | inhibition, % at 3.39 µM | AID 463082 | 330,000 compounds, 1.5% hits;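 active means inhibition above the mean inhibition across the screen plus 3 SD, cut at about 25% in these data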;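 further: inhibitors block binding of the rhodamine activity-based probe so polarization drops; 0% = enzyme with DMSO and 100% = wells lacking pPAFAH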
# Target sequence (Q13093 whole entry, looked up): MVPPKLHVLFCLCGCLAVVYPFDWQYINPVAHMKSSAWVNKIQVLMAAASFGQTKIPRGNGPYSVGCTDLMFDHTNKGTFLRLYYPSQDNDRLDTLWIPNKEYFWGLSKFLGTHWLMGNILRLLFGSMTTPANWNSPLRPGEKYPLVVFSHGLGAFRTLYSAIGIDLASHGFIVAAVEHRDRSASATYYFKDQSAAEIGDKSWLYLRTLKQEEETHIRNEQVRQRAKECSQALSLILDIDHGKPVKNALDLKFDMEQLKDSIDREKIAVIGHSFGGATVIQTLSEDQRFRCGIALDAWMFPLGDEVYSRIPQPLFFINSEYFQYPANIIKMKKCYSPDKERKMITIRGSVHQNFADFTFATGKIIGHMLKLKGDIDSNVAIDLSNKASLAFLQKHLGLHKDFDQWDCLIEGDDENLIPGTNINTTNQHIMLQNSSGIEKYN
# Fam108B inh = counter-screen for RBBP9 inhibitors: inhibitors of mouse Fam108B | inhibition, % at 9.51 µM | AID 1947 | recombinant Fam108B, FP-Rh probe fluorescence polarization | 300,000 compounds, 0.33% hits;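 active means inhibition above the screen mean inhibition plus 3 SD, computed separately per campaign, cut at about 18% in these data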;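 further: inhibitors lower polarization as less probe binds the enzyme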
# PAFAH1B2 inh = blocks human PAF acetylhydrolase 1b catalytic subunit 2. P68402. recombinant PAFAH1B2, FP-rhodamine activity probe, fluorescence polarization. inhibition, % at 3.39 µM. 340,000 compounds, 1.2% hits;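 active means inhibition above the mean of all tested compounds plus 3 SD, cut at about 24% in these data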;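 further: 0% = enzyme with DMSO and 100% = wells lacking PAFAH1B2; many of its hits are not listed in these tables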
# PAD4 inh = PAD4 (human) enzyme inhibition | 330,000 compounds, 0.41% hits | Q9UM07 | recombinant PAD4, RCA probe fluorescence polarization | AID 485272 | inhibition, % at 6.36 µM;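 active means percent inhibition above a cutoff equal to the mean of all tested compounds plus 3 SD, cut at about 15% in these data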;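 further: 0% = PAD4 with RCA probe and DMSO and 100% = probe without PAD4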
# PME-1 primary = blocks human protein phosphatase methylesterase 1; Q9Y570; recombinant PME-1, FP-Rh probe fluorescence polarization; inhibition, % at 5.9 µM; 320,000 compounds, 0.53% hits; AID 2130;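 active means inhibition above the campaign mean of all compounds plus 3 SD, cut at about 26% in these data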;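 further: competitive labeling of PME-1 active site by serine hydrolase directed probe; 0% = PME-1 with DMSO and 100% = wells lacking PME-1 enzyme; inhibitors block probe labeling so polarization falls and inhibition rises; many of its hits are not listed in these tables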
# * marks the source's active call; other numbers are inactive results; / = no result given. Only part of the results is shown; rates above refer to the full screens.
# A first look, 3 compounds:
# Key to letters: A = PAFAH1B3 FP inh; B = LYPLA1 counter; C = GSTO1 counter; D = PAFAH2 inh; E = pPAFAH inh; F = Fam108B inh; G = PAFAH1B2 inh; H = PAD4 inh; I = PME-1 primary
Cc1nn(Cc2ccc(Cl)cc2)c2sc(C(=O)OCC(N)=O)cc12
  A: 5	B: -2	C: -3	D: -4	E: -4	F: 2	G: -1	H: 0	I: 4
COc1cc(Nc2cc(C)nc3ncnn23)cc(OC)c1OC
  A: 11	B: -3	C: 5	D: 1	E: 2	F: 2	G: -5	H: -1	I: -6
CC(=O)NC(=S)Nc1cc(C(=O)O)ccc1Cl
  A: 2	B: -4	C: -3	D: 3	E: 0	F: -1	G: 0	H: -3	I: 3

# The whole of this part, from the start:
# Key to letters: A = PAFAH1B3 FP inh; B = LYPLA1 counter; C = GSTO1 counter; D = PAFAH2 inh; E = pPAFAH inh; F = Fam108B inh; G = PAFAH1B2 inh; H = PAD4 inh; I = PME-1 primary
Cc1nn(Cc2ccc(Cl)cc2)c2sc(C(=O)OCC(N)=O)cc12
  A: 5	B: -2	C: -3	D: -4	E: -4	F: 2	G: -1	H: 0	I: 4
COc1cc(Nc2cc(C)nc3ncnn23)cc(OC)c1OC
  A: 11	B: -3	C: 5	D: 1	E: 2	F: 2	G: -5	H: -1	I: -6
CC(=O)NC(=S)Nc1cc(C(=O)O)ccc1Cl
  A: 2	B: -4	C: -3	D: 3	E: 0	F: -1	G: 0	H: -3	I: 3
CN(C)Cc1cc(CN(C)C)c(O)c(CCc2ccccc2)n1
  A: 10	B: 1	C: 2	D: 0	E: 2	F: 2	G: 2	H: -1	I: -7
COc1ccc(C2=NN(C(=O)CCCC(=O)O)C(c3cn(-c4ccccc4)nc3-c3ccccc3)C2)cc1 (stereo not drawn)
  A: -5	B: -3	C: -18	D: 1	E: 16	F: 0	G: 7	H: -5	I: -6
O=C1C=C(c2ccc(Br)c3ccccc23)C[C@@H](c2ccc3c(c2)OCO3)C1
  A: -2	B: -2	C: /	D: -5	E: -2	F: /	G: -3	H: 0	I: -5
O=C(COc1cccc(Cl)c1)NCC(c1cccs1)N1CCOCC1 (stereo not drawn)
  A: 3	B: 3	C: /	D: -2	E: 0	F: /	G: 11	H: 5	I: -4
COc1ccc2c(c1OC)C(=O)N(c1cccc(C)c1)C2=O
  A: 7	B: 4	C: -6	D: 11	E: -5	F: -6	G: -2	H: -2	I: 5
CC12C=CC3(CN(Cc4ccccc4)C(=O)C3C1C(=O)NCc1ccco1)O2 (stereo not drawn)
  A: 7	B: 0	C: 5	D: -2	E: 0	F: -1	G: 6	H: 2	I: -5
CCOc1ccc(S(=O)(=O)n2c([N+](=O)[O-])cnc2C)c(C)c1C
  A: 3	B: 1	C: -2	D: 1	E: 2	F: 0	G: 7	H: -1	I: 0
FC(F)(F)c1cccc(NC(=S)NCc2ccccc2)c1
  A: 5	B: -4	C: 1	D: -1	E: 1	F: -5	G: 5	H: -3	I: 3
Cc1cn(C(=O)c2cccc(Br)c2)c(C)n1
  A: 5	B: 0	C: 7	D: 4	E: 4	F: 4	G: 8	H: 0	I: -6
CCOC(=O)[C@H]1[C@H]2COc3ccc(Br)cc3[C@@H]2N2C(=O)c3cc(F)c(F)cc3NC(=O)[C@@]12C
  A: 4	B: -13	C: 0	D: -11	E: 0	F: -6	G: -1	H: -3	I: -8
CCC(=O)N1CCn2c1nc1ccccc12
  A: -4	B: 5	C: 13	D: -4	E: 0	F: 1	G: -2	H: 1	I: 1
COc1ccc(-c2nc(N)nc(N)n2)c(O)c1
  A: -1	B: 0	C: /	D: 1	E: -1	F: /	G: -1	H: -1	I: -1

# Next compounds follow:
# Key to letters: A = PAFAH1B3 FP inh; B = LYPLA1 counter; C = GSTO1 counter; D = PAFAH2 inh; E = pPAFAH inh; F = Fam108B inh; G = PAFAH1B2 inh; H = PAD4 inh; I = PME-1 primary
Cc1cccn2c(=O)c3cc(C(N)=S)c(=N)n(CCCOC(C)C)c3nc12
  A: -7	B: 2	C: 2	D: 6	E: 1	F: 2	G: 0	H: -2	I: 2
O=C(c1cc([N+](=O)[O-])cc([N+](=O)[O-])c1)N1CCN(C(=O)c2ccco2)CC1
  A: 2	B: -2	C: 0	D: -4	E: 2	F: -2	G: 1	H: -2	I: 2
Cn1c(=O)c2cc(S(=O)(=O)NCCC(=O)Nc3ccc(F)cc3F)ccc2n(C)c1=O
  A: 11	B: 1	C: 7	D: 7	E: -1	F: 3	G: 0	H: 3	I: -4
Cc1cc[n+](-c2nc3ccccc3nc2C(=C=[N-])C#N)cc1
  A: -3	B: -3	C: 47*	D: 6	E: 14	F: 10	G: 0	H: -27	I: 12
CCCOC(=O)c1ccc(NC(=O)c2cc(OC)c(OC)c(OC)c2Br)cc1
  A: -2	B: -1	C: -75	D: -6	E: 2	F: -2	G: -7	H: 0	I: -9
CC(C)(C)c1ccc(OCC(=O)Nc2ccncc2)c(Br)c1
  A: -3	B: 1	C: -2	D: 1	E: -2	F: 2	G: 3	H: 1	I: -57
O=C(NCC(=O)N1CCN(c2ccccc2)CC1)c1ccc(Br)o1
  A: 11	B: 3	C: 2	D: 11	E: 10	F: 1	G: 0	H: 1	I: 3
COc1ccc(C(=O)Nc2ccc(C3CC3(Cl)Cl)cc2)cc1 (stereo not drawn)
  A: 4	B: -3	C: -2	D: 2	E: -11	F: -8	G: -2	H: -4	I: -8
N#Cc1ccc(C(=O)Nc2cccc(S(=O)(=O)NC3=NCCC3)c2)cc1
  A: 7	B: /	C: /	D: 7	E: -8	F: /	G: 2	H: -1	I: /
CC(=O)Nc1ccc(CN2CCc3c([nH]c4ccccc34)C2C(C)(C)C)cc1 (stereo not drawn)
  A: 6	B: 0	C: 4	D: 2	E: 0	F: 1	G: 5	H: -6	I: -3
COc1ccc(-c2nn3c(C4CCCCC4)nnc3s2)cc1OC
  A: 0	B: -3	C: -12	D: -3	E: -4	F: 0	G: -2	H: -1	I: 2
CCC1Oc2ccccc2N(CC(=O)NCCCN2CCN(c3ccc(OC)cc3)CC2)C1=O (stereo not drawn)
  A: 5	B: -2	C: -1	D: 1	E: 2	F: 0	G: 1	H: 2	I: -2
COc1ccc(NC(C)(C)c2nnnn2-c2c(C)cccc2C)cc1
  A: 2	B: -1	C: 9	D: 6	E: -6	F: 3	G: -4	H: -5	I: 11
Cn1c(=O)c2c(nc(Br)n2CCSc2nc3ccccc3o2)n(C)c1=O
  A: 9	B: 4	C: 2	D: 5	E: 8	F: 2	G: 1	H: -3	I: 3

# Compound profiles (already shown). Screens in order: PAFAH1B3 FP inh, LYPLA1 counter, GSTO1 counter, PAFAH2 inh, pPAFAH inh, Fam108B inh, PAFAH1B2 inh, PAD4 inh, PME-1 primary
# Cc1cc[n+](-c2nc3ccccc3nc2C(=C=[N-])C#N)cc1 in the list: -3, -3, 47*, 6, 14, 10, 0, -27, 12
# O=C(NCC(=O)N1CCN(c2ccccc2)CC1)c1ccc(Br)o1 in the list: 11, 3, 2, 11, 10, 1, 0, 1, 3
# Cn1c(=O)c2c(nc(Br)n2CCSc2nc3ccccc3o2)n(C)c1=O in the list: 9, 4, 2, 5, 8, 2, 1, -3, 3
# CC(=O)Nc1ccc(CN2CCc3c([nH]c4ccccc34)C2C(C)(C)C)cc1 (stereo not drawn) in the list: 6, 0, 4, 2, 0, 1, 5, -6, -3
